L3MBTL1 inh – L3MBTL1 (human) inhibition; 230,000 tested, 0.66% active; Potency, µM (titrated, usually from 57.1 µM), without a hit: at the top dose activity, negative = inhibition, hits mostly inhibitors; Q9Y468; AID 485360; AlphaScreen L3MBTL1–H3K9me1 peptide binding; active means well fitted inhibition curve with a large enough effect; inconclusive means small, poorly fitted or top-dose-only effect; inactive means no such curve, though single readings can be large or run the other way; further: nearly all actives have a fitted effect of over 60% in size
Target sequence (Q9Y468 whole entry, looked up): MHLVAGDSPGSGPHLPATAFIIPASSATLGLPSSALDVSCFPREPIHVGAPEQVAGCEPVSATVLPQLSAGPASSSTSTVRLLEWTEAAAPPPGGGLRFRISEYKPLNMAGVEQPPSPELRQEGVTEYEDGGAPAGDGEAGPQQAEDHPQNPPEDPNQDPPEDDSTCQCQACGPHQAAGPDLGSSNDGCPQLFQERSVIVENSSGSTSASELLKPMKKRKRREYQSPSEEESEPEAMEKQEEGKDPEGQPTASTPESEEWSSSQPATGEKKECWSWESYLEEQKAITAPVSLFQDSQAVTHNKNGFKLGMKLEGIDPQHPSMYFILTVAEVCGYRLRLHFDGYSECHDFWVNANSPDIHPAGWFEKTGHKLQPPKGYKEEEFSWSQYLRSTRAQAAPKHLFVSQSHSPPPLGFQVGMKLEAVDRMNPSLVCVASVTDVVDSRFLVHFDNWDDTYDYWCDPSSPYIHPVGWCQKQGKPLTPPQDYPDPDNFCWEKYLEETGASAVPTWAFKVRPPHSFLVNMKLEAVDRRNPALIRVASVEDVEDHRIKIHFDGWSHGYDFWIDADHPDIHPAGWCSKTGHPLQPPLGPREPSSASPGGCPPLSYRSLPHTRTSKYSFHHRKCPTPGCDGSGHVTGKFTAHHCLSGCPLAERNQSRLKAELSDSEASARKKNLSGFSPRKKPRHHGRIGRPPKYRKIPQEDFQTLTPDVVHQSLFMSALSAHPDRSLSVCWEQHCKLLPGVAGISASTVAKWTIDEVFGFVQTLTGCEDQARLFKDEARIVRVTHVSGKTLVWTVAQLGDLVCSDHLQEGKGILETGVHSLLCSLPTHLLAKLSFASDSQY
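First, the protein-peptide complex forms for 30 min at room temperature (L3MBTL1 50 nM, biotinylated H3K9me1 peptide 75 nM). Next, compounds are pin-transferred and incubated 30 min. Finally, AlphaScreen beads are added and read after 30 min.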
* hit, by the source's call; u = inconclusive; [ ] = dose if it differs, or a comment. On the % scale 0 is the no-effect control and ±100 the full control effect; potency means the concentration at half of the fitted maximal effect.

No. | L3MBTL1 inh | Structure
1 | -26.6% | CC(C)N(C(=O)[C@H]1C[C@H](CC(=O)NCCc2ccccn2)C(=O)N2CCc3c([nH]c4cc(-c5ccco5)ccc34)[C@]12C)C(C)C
2 | 1.4% | CCOc1ccc(OCCSc2nc3ccccc3n2CC(=O)O)cc1
3 | -4.9% | Cc1ccc(S(=O)(=O)N2CCOCC2)cc1NC(=O)C1CC(=O)N(c2ccc3c(c2)OCCO3)C1 (stereo not drawn)
4 | -10.1% | COc1cc(CNc2ccc(N3CCOCC3)cc2)ccc1OCC(=O)NC(C)(C)C
5 | 0.5% | CCC(C)(O)c1[nH]c2ccc(C(F)(F)F)cc2c1C (stereo not drawn)
6 | 4.7% | Cc1n[nH]c(=O)c2c(NC(=O)CSc3nnnn3-c3ccccc3)oc(C)c12
7 | 3.0% | Cc1ccc(Oc2ccc(S(=O)(=O)Nc3ccc(C(=O)O)cc3)cc2)cc1
8 | 2.4% | CCOCCn1c(CN2CCCCC2)nc2c1c(=O)n(C)c(=O)n2C
9 | 6.9% | COc1cc2oc(=O)ccc2cc1[C@@H](O)[C@@H]1OC(C)(C)OC1(C)C
10 | -4.2% | CCN(CC(=O)Nc1ccc(NC(C)=O)cc1)C(=O)c1cccnc1Sc1ccc(C)c(C)c1
11 | -15.4% | Nc1c2c(nc3c1CCCC3)CCCC2 (tested in a mixture with another compound)
12 | 1.1%[2.29 µM] | Cc1cc2c(cc1C)C(c1ccccc1F)CC(=O)N2 (stereo not drawn)
13 | -1.0% | O=C(COC(=O)c1ccccc1O)Nc1ccc2ccccc2c1
14 | -3.3% | Cc1cccc(C(=O)NCC(=O)OCc2cc(=O)n3ccsc3n2)c1
15 | -0.1% | COc1ccc(CNC(=O)COC(=O)c2cccn2C)cc1
16 | -2.0% | COc1cccc(NC(=O)CN(C)C(=O)c2cccc(S(=O)(=O)Nc3ccccc3OC)c2)c1
17 | -0.2% | CC(C)(C)OC(=O)N1CCC(C(=O)NCC2CCCO2)CC1 (stereo not drawn)
18 | -2.5% | Cc1cccc(N2CCN(C(=O)c3ccc(S(=O)(=O)N(C)c4ccccc4)cc3)CC2)c1C
19 | 3.1% | Cc1cc(C(=O)Nc2ccc3c(c2)OCCO3)ccc1[N+](=O)[O-]
20 | 2.9% | C[C@H]1CN([C@@H](C)CO)C(=O)c2cc(NC(=O)CCN3CCOCC3)ccc2O[C@H]1CN(C)C(=O)Nc1ccc(F)cc1
21 | 9.1% | CN1CCC(=O)N([C@H](CO)Cc2ccccc2)CC1
22 | -0.8% | Cc1ccc(S(=O)(=O)N(C)C)cc1NC(=O)c1ccccc1SCC(=O)N1CCCC1
23 | -7.5% | CCNc1nc(NCC)n2c(SCC(=O)Nc3ccc(OC)c(OC)c3)nnc2n1
24 | -1.4% | CC1CCN(C(=O)c2[nH]cnc2C(=O)N2CCN(c3ccccc3)CC2)CC1
25 | 4.4% | O=C1CCc2cc(S(=O)(=O)Nc3ccccc3Cl)ccc2N1
26 | -1.6% | CO[C@@H]1[C@@H](OC(N)=O)[C@@H](O)C(Oc2ccc3c(O)c(NC(=O)c4ccc(O)c(CC=C(C)C)c4)c(=O)oc3c2C)OC1(C)C (stereo partly drawn)
27 | -2.0% | O=C(CN1C(=O)NC2(CCCC2)C1=O)OCCOc1ccc(F)cc1
28 | -7.4%[2.29 µM] | CN(c1ccccc1)S(=O)(=O)c1cccc2ccccc12
29 | -2.3% | CC(C)n1c(/N=C/c2ccccc2O)nc2ccccc21
30 | 1.7% | CC(=O)NC(C)c1ccc(C(=O)CSc2nnc(C3CC3)n2C2CC2)cc1 (stereo not drawn)
31 | -0.1% | OCCC#Cc1ccc(CN2CCN(CCc3ccccc3)C(CCO)C2)cc1 (stereo not drawn)
32 | -7.6%[2.29 µM] | COc1ccc(N2C(=O)c3ccccc3C2O)cc1 (stereo not drawn)
33 | -26.7% | COc1ccc(C(=O)OCC(=O)c2cc(C)n(CC3CCCO3)c2C)cc1[N+](=O)[O-] (stereo not drawn)
34 | 1.6% | Cc1cc(C)c(NC(=O)COC(=O)c2c(C)noc2C)c(Cl)c1
35 | 4.3% | CCc1ccc(-c2nc(SCC(=O)NC3CCS(=O)(=O)C3)n[nH]2)cc1 (stereo not drawn)
36 | 8.3% | CC(=O)/C=C\c1ccccc1OC(=O)c1cc2ccccc2oc1=O
37 | 36.8%[activator] | CC1(C)CC[C@]2(C(=O)O)CC[C@]3(CO)C(=CCC4[C@@]5(C)C[C@H](O)[C@H](O)[C@@](C)(C(=O)O)C5CC[C@]43C)[C@@H]2C1 (stereo partly drawn)
38 | -6.8% | NC(=O)CC(NC(=O)c1cccc(Br)c1)c1ccc(NCC2CC2)c([N+](=O)[O-])c1 (stereo not drawn)
39 | 2.1% | Cc1ccccc1CC(=O)NC1CCN(Cc2ccccc2)CC1
40 | 2.7% | CC1CN(C(=O)COC(=O)COc2ccc(C#N)cc2)CC(C)O1 (stereo not drawn)
41 | -4.0% | COc1cc(OC)cc(OC(=O)c2cccc(S(=O)(=O)N3CCN(C)CC3)c2)c1
42 | 5.0% | CCOC(=O)N1CCN(C(=O)CSc2nc(=O)n3cccc(C)c3n2)CC1
43 | 8.2% | CCCN(CC(=O)Nc1ccccc1C)C(=O)C1CCN(c2ncnc3sc(C)c(C)c23)CC1
44 | -8.4% | Cn1c2cc(Br)sc2c2cnn(Cc3c(F)cccc3F)c(=O)c21
45 | -3.9% | COc1ccc(CN2CC(=O)N3[C@H]4c5ccccc5OC[C@@H]4[C@H](c4ccccc4)[C@]3(C)C2=O)cc1
46 | 1.8% | Cc1ccc(S(=O)(=O)N2CCN(CC(O)CN3CCOCC3)CC2)cc1 (stereo not drawn)
47 | -2.6% | Cc1ccc(NC(=O)c2cccnc2)c([N+](=O)[O-])c1
48 | 5.8% | COc1cccc(NC(=O)C(=O)NCC2CCCN2S(=O)(=O)c2ccccc2)c1 (stereo not drawn)
49 | 0.9% | Cc1cc(C)cc(-c2nnc(SCC(=O)c3c(N)n(C4CC4)c(=O)[nH]c3=O)o2)c1
50 | 6.2% | CC(=NNC(=O)c1ccc(NS(=O)(=O)c2ccc(Br)cc2)cc1)c1cccnc1
51 | -12.6% | CCOCCn1c(C)c(C(=O)OCC)c2cc(O)c3ccccc3c21
52 | -1.9% | CC1CCN(C(=O)c2[nH]cnc2C(=O)N[C@@H](C)c2ccccc2)CC1
53 | 0.7% | COCC(C)n1c(SCC(=O)N2CCOCC2)nc2ccccc2c1=O (stereo not drawn)
54 | -9.0% | COc1ccc(NS(=O)(=O)c2cccc(C(=O)NN=C(C)c3ccco3)c2)cc1
55 | -10.9% | COc1cc(OC)cc(-c2c(-c3ccc(F)cc3)c3cc(-c4cnc(OC)nc4)ccc3n2C)c1
56 | 14.5% | CCC(c1nnc(SCC(=O)NNC(=O)c2ccccc2)n1Cc1ccccc1)N(C)C (stereo not drawn)
57 | -3.7% | C=CC[C@@H](CC(=O)NCCO)C(=O)NCCOC(=O)[C@@H](CC=C)Cc1ccc(F)cc1
58 | 3.6% | O=C(COC(=O)C1CCC(=O)N1)Nc1ccccc1OC(F)F (stereo not drawn)
59 | -9.1% | CSc1ncccc1C(=O)Nc1cccc(S(=O)(=O)N(C)c2ccccc2)c1
60 | -6.5% | CCOc1ccc(NC(=O)CN(C)C(=O)CN2C(=O)C3CC=CCC3C2=O)cc1OCC (stereo not drawn)

Further results follow.
No. | L3MBTL1 inh | Structure
61 | -10.8% | COc1ccc(N(Cc2ccccc2)S(=O)(=O)c2cccc(C(=O)Nc3ncccc3C)c2)cc1
62 | -4.7% | COc1ccc(CCNC(=O)C(=O)NCC2OCCN2S(=O)(=O)c2ccc(Cl)cc2)cc1OC (stereo not drawn)
63 | 2.1% | N#Cc1ccccc1OCCn1cncn1
64 | -1.8% | CNC[C@@H]1Oc2c(NC(=O)Nc3ccc(F)cc3)cccc2C(=O)N([C@H](C)CO)C[C@@H]1C
65 | -1.8% | COc1cccc2sc3cc(C#Cc4ccccn4)ccc3c(=O)c12
66 | 7.3% | Cc1cc(C)c(S(=O)(=O)NC2CC(C)(C)NC(C)(C)C2)cc1Br
67 | 5.4% | COc1ccc(C(=O)NCC(=O)OCC(=O)NC(=O)c2ccc(C(C)(C)C)cc2)cc1OC
68 | -4.8% | CC(Sc1nnc(-c2ccc(OC(F)F)cc2)n1N)C(=O)NCC1CCCO1 (stereo not drawn)
69 | 1.6% | CCOC(=O)[C@H]1[C@H]2COc3ccc(Cl)cc3[C@@H]2N2C(=O)c3cc(C)ccc3NC(=O)[C@@]12C
70 | 12.7% | COC(=O)[C@H](CCSC)NC(=O)Cn1cnc2c(NCc3ccccc3)ncnc21
71 | 0.4% | COc1ccc(S(=O)(=O)c2ccccc2)cc1NS(=O)(=O)c1cccc(C(=O)O)c1
72 | -3.8% | Cc1onc(-c2ccccc2Cl)c1C(=O)OCC(=O)N1CCC(C)CC1
73 | -1.6%[2.29 µM] | O=C(CCN1CCOCC1)NCc1ccccc1
74 | -1.4% | O=S(=O)(Nc1cccc(-c2ccc3nncn3n2)c1)c1ccccc1F
75 | 9.3% | CC(C)N=C(N)N=C(N)Nc1ccc(Cl)cc1
76 | 7.3% | CCN(C1CCS(=O)(=O)C1)S(=O)(=O)c1ccc(OC)c(OC)c1 (stereo not drawn)
77 | 1.5% | CCOc1ccc(S(=O)(=O)NCCC(=O)N2CC(C)CC(C)C2)cc1 (stereo not drawn)
78 | -0.1% | COC(=O)C1(C)NCCc2c1[nH]c1ccccc21 (stereo not drawn)
79 | 1.5% | Cc1ccc(C(OC(=O)c2ccco2)C(=O)NC(C)(C)C)cc1 (stereo not drawn)
80 | 13.7% | Cc1ccc(NS(=O)(=O)Cc2ccccc2)cc1Cl
81 | 1.7% | Cc1ccc(C(=O)N2CC(C)CC(C)C2)cc1S(=O)(=O)N1CCCCC1 (stereo not drawn)
82 | 2.3%[2.29 µM] | CCn1c(SCCN2CCOCC2)nc2c1c(=O)n(C)c(=O)n2C
83 | 1.4% | O=C(NCC1COc2ccccc2O1)c1ccc(-n2cncn2)c([N+](=O)[O-])c1 (stereo not drawn)
84 | -0.6% | COC(=O)[C@]1(Cc2ccccc2)N[C@H](CN(C)C(=O)Nc2ccc(F)cc2)[C@@H]2C(=O)N(Cc3ccccc3)C(=O)[C@@H]21
85 | -7.7% | Cc1onc(-c2ccccc2)c1-c1nnc(COC(=O)c2ccc(O)cc2)o1
86 | 4.9% | COc1c2c(cc3ccc(=O)oc13)CCO2
87 | -1.3% | CCN(Cc1nc2cc(Cl)ccc2c(=O)[nH]1)C(=O)c1nn(C)c(=O)c2ccccc12
88 | -7.6% | CCOc1ccc(NS(=O)(=O)c2ccc(C(=O)N3CCCC(C)C3)cc2)cc1 (stereo not drawn)
89 | 2.9% | O=C(c1ccc2c(=O)n3c(nc2c1)CCC3)N1CCN(S(=O)(=O)c2cccc(F)c2)CC1
90 | -6.0% | CC(=O)Nc1cccc(NC(=O)CSc2ncc(C(=O)Nc3ccc(F)cc3)c(=O)n2C)c1
91 | -7.5% | Cc1ccc(S(=O)(=O)Nc2ccc(C(=O)NCCCn3ccnc3)cc2)cc1[N+](=O)[O-]
92 | -12.9% | CCCCCN(C(=O)CCC(=O)OCC(=O)N(C)c1ccccc1)c1c(N)n(CCCC)c(=O)[nH]c1=O
93 | -5.8% | COC(=O)c1ccccc1NC(=O)[C@@H]1CCC(=O)N1C1OC(=O)c2c1ccc(OC)c2OC (stereo partly drawn)
94 | -11.2% | Nc1ccc2nn(-c3cc([N+](=O)[O-])ccc3O)nc2c1
95 | -6.9% | O=C(CN1C(=O)NC(c2ccccc2)(c2ccccc2)C1=O)N1CCN(c2ccc(F)cc2)CC1
96 | -15.7% | CCN1CCN(S(=O)(=O)c2cc3c(cc2Cl)NC(=O)CO3)CC1
97 | u | COc1ccc(C(=O)NCC(c2cccs2)N2CCc3ccccc32)cc1OC (stereo not drawn)
98 | -7.1% | CCOc1cc(C(=S)N2CCOCC2)cc(Br)c1OS(=O)(=O)c1ccccc1
99 | 3.9% | CCN(C(=O)CSc1nnc(-c2ccc(OC(F)F)cc2)n1N)C1CCS(=O)(=O)C1 (stereo not drawn)
100 | 4.3% | COc1ccc2sc(-c3ccc(S(C)(=O)=O)cc3)c(-c3ccc(C(N)=O)cc3)c2c1
101 | -2.9% | CCCCN1C(=O)C(=O)N(CC(=O)Nc2sc(C)c(C)c2C(=O)OC)C1=O
102 | 9.2% | CCC1(c2ccccc2)NC(=O)N(CC(=O)Nc2cccc(S(=O)(=O)N3CCCC3)c2)C1=O (stereo not drawn)
103 | 2.8% | CC(C)(C)OC(=O)C[C@@H]1C/C=C\C[C@@H](CC(=O)NCCO)C(=O)N[C@H](Cc2c[nH]c3ccccc23)COC1=O

High-throughput results as filed in PubChem.

A portion of the library (hit frequency here may not be typical).
